Tau FP inhib = qHTS for Inhibitors of Tau Fibril Formation, Fluorescence Polarization; K18 P301L tau heparin fibrillization, Alexa594 FP, 6 h; Potency, µM (titrated, usually from 57.7 µM), for the others: at the top dose activity, negative = inhibition, usual class: inhibitors; hit rate 0.39% among 280,000; Microtubule-associated protein tau (Homo sapiens), P10636; also: % is scaled to controls: 0 for no effect and ±100 for the full control effect; nearly all actives have a fitted effect of over 55% in size
Target sequence (P10636 561-689 P618L limits assumed): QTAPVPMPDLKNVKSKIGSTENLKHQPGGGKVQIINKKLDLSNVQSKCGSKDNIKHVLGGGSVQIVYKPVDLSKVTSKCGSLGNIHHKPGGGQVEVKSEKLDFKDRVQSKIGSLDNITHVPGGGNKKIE
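Heparin (20 uM) drove fibril formation of recombinant tau K18 P301L, 15 uM unlabeled with 0.24 uM Alexa 594 label, for 6 hr at 37 C in 100 mM sodium acetate pH 7. Fluorescence polarization (555/632 nm) read 1 hr after 30 uM ThT.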
SMN2 splice enh = qHTS Assay for Enhancers of SMN2 Splice Variant Expression | Potency, µM (highest dose often 46.1 µM), for the others: at the top dose activity change, positive = activation, actives largely listed as activators | hit rate 2.8% among 210,000 | HEK293 SMN2-luciferase splicing reporter, luminescence, 30-36 h; also: % of control where 0% means no effect; nearly all actives have a fitted effect of over 55% in size
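HEK293 cells carry an SMN2 minigene-luciferase reporter in which exon 7 inclusion puts luciferase in frame. Cells were seeded at 2000 cells/well, attached for 10-12 hours, then exposed to compounds for 30-36 hours at 37C before ONE-Glo luminescence.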
Tau ThT inhib = qHTS for Inhibitors of Tau Fibril Formation, Thioflavin T Binding; Microtubule-associated protein tau (Homo sapiens), P10636; recombinant tau K18 P301L, heparin-induced fibrillization, ThT fluorescence; Potency, µM (doses to about 57.4 µM), without a hit: at the top dose activity, negative = inhibition, hits mostly inhibitors; hit rate 2.1% among 270,000; AID 1460, 2008; also: % is scaled to controls: 0 for no effect and ±100 for the full control effect; nearly all actives have a fitted effect of over 55% in size
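K18 P301L tau (15 uM + 0.24 uM Alexa 594-tagged), heparin 20 uM, NaOAc pH 7, 6 h 37 C; ThT 30 uM, 1 h RT, ex 450/em 510 nm.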
HTT ATP protect = qHTS Multiplex Assay to Identify Dual Action Probes in a Cell Model of Huntington: Cytoprotection (ATP); PC12 HTT-Q103 induced, cytoprotection, ATP luminescence, 40 h; Potency, µM (highest dose often 56.4 µM), for inactives: cytoprotection (ATP increase), most hits filed as activators; hit rate 0.14% among 230,000;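 also: % of control where 0% means no effect; nearly all actives have a fitted effect of over 45% in size; toxic huntingtin expression switched on by the ecdysone agonist tebufenozide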
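Compounds were screened for protection of PC12 cells against cell death after tebufenozide induction (100 nM final) of mutant Huntingtin exon 1 (Q103) fused to GFP.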
Tau fluor cs = Counterscreen qHTS for Inhibitors of Tau Fibril Formation, Fluorescence Polarization | tau K18 P301L Alexa594 fluorescence, heparin fibrillization | Potency, µM (doses to about 57.7 µM), for inactives: at the highest dose activity change, negative = decrease | hit rate 0.93% among 280,000 | AID 1463, 2008; also: % is scaled to controls: 0 for no effect and ±100 for the full control effect; nearly all actives have a fitted effect of over 55% in size
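Human tau K18 P301L (15 uM unlabeled, 0.24 uM Alexa 594-labeled) in 100 mM sodium acetate pH 7 with 20 uM heparin, 6 hr at 37 C. ThT 30 uM added, 1 hr ambient; Alexa 594 FP and total fluorescence read at 555/632 nm.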
HttQ103 aggreg = qHTS Multiplex Assay to Identify Dual Action Probes in a Cell Model of Huntington: Aggregate Formation (GFP). AID 1688, 2009. Potency, µM (doses to about 46.1 µM), for the others: top-dose activity change, negative = inhibition, usual class: inhibitors. hit rate 1.1% among 220,000. PC12 HttQ103-GFP aggregates, Acumen cytometry, 40 h; also: % is scaled to controls: 0 for no effect and ±100 for the full control effect; nearly all actives have a fitted effect of over 60% in size
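Quantitative HTS on tebufenozide-induced (100 nM) PC12 cells stably expressing polyQ103 Huntingtin exon 1–GFP. Reduction of bright GFP aggregates, detected by laser scanning cytometry after lysis, identified actives across the titration.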
ALDH1A1 block = qHTS Assay for Inhibitors of Aldehyde Dehydrogenase 1 (ALDH1A1); Aldehyde dehydrogenase 1A1 (Homo sapiens), P00352; Purified ALDH1A1, NADH fluorescence, propionaldehyde substrate; Potency, µM (doses to about 75.3 µM), for the others: top-dose activity, negative = inhibition, usual class: inhibitors; hit rate 7.3% among 220,000; AID 1030, 2008; active = well fitted inhibition curve with a large enough effect, not every such curve was filed as active; inconclusive = small, poorly fitted or top-dose-only effect, or another doubt; inactive = no such curve, though single readings can be large or run the other way;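 also: plate controls were no enzyme wells and a reference inhibitor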
Target sequence (P00352 whole entry, looked up): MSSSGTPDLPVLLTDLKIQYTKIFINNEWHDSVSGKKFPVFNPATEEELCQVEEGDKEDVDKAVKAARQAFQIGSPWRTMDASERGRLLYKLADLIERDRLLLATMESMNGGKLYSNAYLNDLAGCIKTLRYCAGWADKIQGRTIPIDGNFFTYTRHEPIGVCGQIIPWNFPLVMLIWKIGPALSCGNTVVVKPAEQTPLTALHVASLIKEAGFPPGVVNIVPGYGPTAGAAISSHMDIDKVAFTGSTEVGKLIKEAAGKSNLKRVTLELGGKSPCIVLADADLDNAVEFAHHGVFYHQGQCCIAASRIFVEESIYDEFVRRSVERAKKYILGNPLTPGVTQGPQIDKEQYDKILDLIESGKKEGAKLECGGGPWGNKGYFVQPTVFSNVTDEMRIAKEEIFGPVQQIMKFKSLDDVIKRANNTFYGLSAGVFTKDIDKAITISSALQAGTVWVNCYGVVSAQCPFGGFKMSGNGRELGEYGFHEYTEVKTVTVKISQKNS
KDM4E inh = qHTS Assay for Inhibitors of Human Jumonji Domain Containing 2E (JMJD2E); JMJD2E catalytic domain, FDH-coupled NADH fluorescence (FDH is formaldehyde dehydrogenase); Potency, µM (highest dose often 57.1 µM), without a hit: at the highest dose activity change, negative = inhibition, usual class: inhibitors; hit rate 1.6% among 230,000; Lysine-specific demethylase 4E (Homo sapiens), B2RXH2; active = well fitted inhibition curve with a large enough effect, not every such curve was filed as active; inconclusive = small, poorly fitted or top-dose-only effect, or another doubt; inactive = no such curve, though single readings can be large or run the other way;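 also: 0% = wells with enzyme and -100% = buffer wells without enzyme; nearly all actives have a fitted effect of over 50% in size; many of its hits are not listed in these tables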
Target sequence (B2RXH2 1-337 limits assumed): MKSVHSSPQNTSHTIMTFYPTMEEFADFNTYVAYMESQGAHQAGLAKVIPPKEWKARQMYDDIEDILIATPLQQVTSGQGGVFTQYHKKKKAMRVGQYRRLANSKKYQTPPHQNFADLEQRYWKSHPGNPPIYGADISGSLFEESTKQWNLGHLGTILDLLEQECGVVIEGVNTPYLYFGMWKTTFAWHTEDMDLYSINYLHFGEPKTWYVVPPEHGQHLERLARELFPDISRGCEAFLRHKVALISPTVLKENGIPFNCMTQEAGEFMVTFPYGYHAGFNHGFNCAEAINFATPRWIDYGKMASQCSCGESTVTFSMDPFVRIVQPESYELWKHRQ
An asterisk follows results filed as active; ? = inconclusive; nt = no result given; & = joins results of further samples; [ ] = another dose, or the depositor's remark. Unless noted, calls follow the shape of the dose curve; as a rule, active = well fitted curve in the direction sought with a large enough effect; inconclusive = small, poorly fitted or top-dose-only effect, or another doubt; inactive = no such curve, though single readings can be large; an effect the other way counts as inactive or inconclusive. Potency is read from the fitted curve at half-maximal effect. Not all compounds are listed. The share of hits here may be higher or lower than overall.

Results follow in this order: Tau FP inhib | SMN2 splice enh | Tau ThT inhib | HTT ATP protect | Tau fluor cs | HttQ103 aggreg | ALDH1A1 block | KDM4E inh
COc1ccccc1N1CCN(Cc2c(F)cccc2F)CC1
  9% | ? | -2% | -12% | -3% | -2% | -5% | -5%
FC(F)(F)c1ccc2c(c1)NP(=S)(N1CCOCC1)c1nccn1-2 (configuration not stated)
  0% | nt | -1% | 2% | 4% | -9% | 15% | -3%
Cc1ccc(N2C(=O)NC(=O)/C(=C/C=C/c3ccco3)C2=O)cc1
  ? | -4% | 14µM* | -5%[10 µM] | -12% | ? | ? | -22%
C/C(=N/OC(=O)N(C)C)c1ncc(C(F)(F)F)cc1N1CCOCC1
  9% | -5% | -6% | 6% | 0% | 26% | ? | ?
CC1=CC(=C2C(=O)NC(=S)NC2=O)C=C(C(F)(F)F)N1Cc1ccccc1
  -5% | -87%[inhibitor] | -16% | -95%[inhibitor] | -8% | -8% | ? | 6%
CCOP(=O)(OCC)C(Cc1ccccc1)NC(C)=O (configuration not stated)
  2% | nt | 6% | 3%[10 µM] | 3% | 14%[9.22 µM] | nt | 3%
O=C(NC(=O)c1c(F)cccc1F)Nc1cc(Cl)c(F)c(Cl)c1F
  -4% | nt | -5% | 21%[10 µM] | 3% | 16%[9.22 µM] | 6% | 0%
CCOc1ccc(NC(=O)C(=S)NC2CCCCC2)cc1
  -7% | ? | ? | 6% | -21% | -17% | -7% | -8%
CCOC(=O)c1cc(C(O)(C(=O)OC)C(F)(F)F)c(/N=C/N(C)C)o1 (configuration not stated)
  -2% | -27% | -4% | -1% | -9% | 14%[9.22 µM] | ? | -17%
CCCNC(=O)c1c(N)n(Cc2ccco2)c2nc3ccccc3nc12
  ? | 6% | ? | -61%[inhibitor] | ? | 5% | ? | ?
CCC(=NCCO)c1c(O)n(-c2ccc(Cl)cc2)c(=O)[nH]c1=O
  -2% | 13% | 1% | -23%[0.074 µM] | 2% | -18% | -4% | 3%
CC(C)n1c(=O)c(C=Nc2ccc(Cl)cc2)c(O)n(Cc2ccco2)c1=O
  3% | -23% | -14% | 10%[10 µM] | 4% | 33% | ? | 4%
CC(=O)Cc1ccc(OC(C)C)cc1
  -1% | nt | -12% | 5%[10 µM] | -8% | 10%[9.22 µM] | 4% | 2%
CCOc1cc(/C=C2\C(=O)NC(=O)N(CCc3ccc(F)cc3)C2=O)ccc1O
  ? | nt | nt | 22%[10 µM] | -39% | 1%[9.22 µM] | nt | ?
Cc1nn(C2CCOC(C)(C)C2)c2c1C(c1ccc(OC(C)C)cc1)SCC(=O)N2 (configuration not stated)
  1% | -4% | -6% | -18% | -1% | 9% | ? | -3%

4 compounds picked at random from those above:
Results follow in this order: Tau FP inhib | SMN2 splice enh | Tau ThT inhib | HTT ATP protect | Tau fluor cs | HttQ103 aggreg | ALDH1A1 block | KDM4E inh
CCOc1cc(/C=C2\C(=O)NC(=O)N(CCc3ccc(F)cc3)C2=O)ccc1O
  ? | nt | nt | 22%[10 µM] | -39% | 1%[9.22 µM] | nt | ?
Cc1nn(C2CCOC(C)(C)C2)c2c1C(c1ccc(OC(C)C)cc1)SCC(=O)N2 (configuration not stated)
  1% | -4% | -6% | -18% | -1% | 9% | ? | -3%
CC(=O)Cc1ccc(OC(C)C)cc1
  -1% | nt | -12% | 5%[10 µM] | -8% | 10%[9.22 µM] | 4% | 2%
CC1=CC(=C2C(=O)NC(=S)NC2=O)C=C(C(F)(F)F)N1Cc1ccccc1
  -5% | -87%[inhibitor] | -16% | -95%[inhibitor] | -8% | -8% | ? | 6%

Next section:
Results follow in this order: Tau FP inhib | SMN2 splice enh | Tau ThT inhib | HTT ATP protect | Tau fluor cs | HttQ103 aggreg | ALDH1A1 block | KDM4E inh
COc1ccc(C(=O)NCCn2cc(SC(C)c3ccccc3)c3ccccc32)cc1OC (configuration not stated)
  ? | -44%[inhibitor] | ? | nt | ? | nt | nt | nt
Cc1ccc(CCNC(=O)C2CCCN(Cc3nc(-c4cccc(Cl)c4)oc3C)C2)cc1 (configuration not stated)
  9% | -10% | ? | nt | -12% | nt | nt | nt
CCCCCn1c(N)c(C(=O)NCc2cccs2)c2nc3ccccc3nc21
  ? | -12% | ? | -54%[inhibitor] | ? | -2% | ? | ?
CCOc1ccc(N=Cc2c(O)n(CCc3ccc(OC)c(OC)c3)c(=O)[nH]c2=O)cc1
  0% | nt | nt | -11%[10 µM] | -3% | -1%[9.22 µM] | nt | 1%
NNC(N)=O
  -4% | -6%&2% | -2% | 11% | -4% | nt | 3%&-2% | 2%
COc1cc(OC)c(C=O)c(OC(=O)N(C)C)c1
  -3% | 7% | -10% | -42% | -3% | 10% | -1% | -5%
Cc1ccc(Cn2c(SCc3ccc(C(=O)NC4CCCC4)cc3)nc3ccncc32)cc1
  2% | -41%[inhibitor] | -1% | nt | -18% | nt | nt | nt
CC1(C)NCCN2C(=O)CSC21 (configuration not stated)
  3% | -11% | -3% | 0% | -4% | 6% | ? | ?
CN1CCN(c2ncnc3nc[nH]c23)CC1
  -3% | 15% | 7% | nt | 6% | ? | 6% | -24%
O=C(Nc1ccccc1OC(=O)N1CCCCC1)N1CCCCC1
  3% | -4% | 0% | -6% | 3% | 2% | -4% | 5%
CC1(C)C(O)CC(O)[C@]2(C)C1CC(=O)[C@]1(C)C2CC[C@@]2(C)C(c3ccoc3)OC(=O)C3OC321 (some centres not stated)
  -1% | -2% | -8% | 15% | -23% | nt | 11% | -15%
COC1=C[C@H]2[C@H]3Cc4ccc(OC)c(O)c4[C@@]2(CCN3C)CC1=O
  ? | nt | -15% | -30%[1.9 µM] | -11% | nt | 3% | ?
CN1CCN(c2ccc(S(=O)(=O)C(F)(F)F)cc2[N+](=O)[O-])CC1
  10% | -2% | 0% | 20%[10 µM] | -3% | 21% | 13% | 9%
Cc1ccc2c(Cl)cc(Cl)c(O)c2n1
  ? | 1% | -1% | nt | -11% | nt | 7% | 2%
O=C(CN1CCCC1=O)NCCc1ccccc1
  -1% | -2% | -3% | 8%[10 µM] | 3% | 8%[9.22 µM] | 5% | 4%

Structures shown so far with an NH in an aromatic ring:
Results follow in this order: Tau FP inhib | SMN2 splice enh | Tau ThT inhib | HTT ATP protect | Tau fluor cs | HttQ103 aggreg | ALDH1A1 block | KDM4E inh
CCC(=NCCO)c1c(O)n(-c2ccc(Cl)cc2)c(=O)[nH]c1=O
  -2% | 13% | 1% | -23%[0.074 µM] | 2% | -18% | -4% | 3%
CCOc1ccc(N=Cc2c(O)n(CCc3ccc(OC)c(OC)c3)c(=O)[nH]c2=O)cc1
  0% | nt | nt | -11%[10 µM] | -3% | -1%[9.22 µM] | nt | 1%
CN1CCN(c2ncnc3nc[nH]c23)CC1
  -3% | 15% | 7% | nt | 6% | ? | 6% | -24%

The results go on:
Results follow in this order: Tau FP inhib | SMN2 splice enh | Tau ThT inhib | HTT ATP protect | Tau fluor cs | HttQ103 aggreg | ALDH1A1 block | KDM4E inh
O=C(c1ccccc1F)c1cn(Cc2ccccc2)c2ccccc12
  -8% | -3% | 2% | -44%[inhibitor] | -26% | ? | -13% | 1%
Cc1ccc2c(c1)=C/C(=C\c1c(O)[nH]c(=O)[nH]c1=O)C(=O)N=2
  2% | 6% | 9% | 27%[10 µM] | 0% | 15% | 1.6µM* | -11%
C=C1CC2C(CC[C@]3(C)C(=O)CCC23)[C@]2(C)C=CC(=O)C=C12 (some centres not stated)
  -7% | -23% | -9% | ? | -7% | 16% | 28µM* | ?
Cc1ccc(S(=O)(=O)N2CCC(=O)N(CCOC(=O)Nc3cccc(Cl)c3)CC2)cc1
  -6% | -36%[inhibitor] | -11% | nt | -26% | -25% | 3% | 2%
COc1ccc(CCn2c(O)c(C=Nc3cccc(F)c3)c(=O)[nH]c2=O)cc1OC
  -5% | nt | 1% | 9%[10 µM] | -4% | 3%[9.22 µM] | nt | ?
Cc1ccc(O)c(C(CCN(C(C)C)C(C)C)c2ccccc2)c1 (configuration not stated)
  -4% | -18% | 1% | nt | -3% | nt | 6% | 7%
c1ccc(NC2=NCCS2)cc1
  -10% | nt | -11% | 12%[10 µM] | -16% | 33%[9.22 µM] | nt | -6%
CC(C)C(=O)Nc1ccc(S(=O)(=O)N2CC3CC(C2)c2cccc(=O)n2C3)cc1 (configuration not stated)
  3% | -6% | -8% | 2% | -9% | 13% | 11% | -10%
NC(=O)CSP(=O)(c1ccccc1)c1ccccc1
  ? | -3% | 28µM* | -2% | -15% | -5% | -11% | -5%
COc1cc2c(cc1OC)-c1c(OC)c(OC)cc3c1C(C2)N(C)CC3 (configuration not stated)
  4% | -2% | ? | -26% | -19% | 32% | ? | ?

Screens (PubChem)
